E-sel inducer – E-selectin induction in HUVECs, primary screen, imaging, HUVEC, immunofluorescence imaging, single point; P16581; normalized: neutral wells 0, TNF-alpha wells 100; activation, % at 7.58 µM; 260,000 tested, 0.37% active; AID 686992, 2013;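 active = mean E-selectin-positive cell signal at least 10% of the positive control, reached in at least 60% of replicates, without over 20% cell loss; inconclusive = no rule given, readout overlaps actives, possibly toxicity-flagged; inactive = the rest, including those meeting only one limit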;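 also: in these data hits start at about 27%; measured in HUVEC primary endothelial cells; signal is the percent of cells scored E-selectin positive by PE staining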
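Assay system: HUVEC, human umbilical vein endothelial cells / Amount: 3,000 HUVEC/well / Controls: TNF-alpha positive control, DMSO neutral control / Compound dosing: single concentration / Medium: EGM-2 over gelatin coat / Evaluation: percent E-selectin-positive cells / Signal: immunofluorescence imaging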
ERp5 block – inhibitors of ERp5-driven insulin aggregation, primary screen, biochemical, turbidity, absorbance 650 nm, single point | 350,000 tested, 0.05% active | 90 min | inhibition, % at 9.99 µM | AID 651711, 2012 | Protein disulfide-isomerase A6 (Homo sapiens), Q15084;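 active = mean replicate inhibition above about 25%, with every replicate also reaching it, limit read from the data, passing the limit was not always enough; inconclusive = only one of those two criteria met; inactive = neither criterion met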
Target sequence (Q15084 whole entry, looked up): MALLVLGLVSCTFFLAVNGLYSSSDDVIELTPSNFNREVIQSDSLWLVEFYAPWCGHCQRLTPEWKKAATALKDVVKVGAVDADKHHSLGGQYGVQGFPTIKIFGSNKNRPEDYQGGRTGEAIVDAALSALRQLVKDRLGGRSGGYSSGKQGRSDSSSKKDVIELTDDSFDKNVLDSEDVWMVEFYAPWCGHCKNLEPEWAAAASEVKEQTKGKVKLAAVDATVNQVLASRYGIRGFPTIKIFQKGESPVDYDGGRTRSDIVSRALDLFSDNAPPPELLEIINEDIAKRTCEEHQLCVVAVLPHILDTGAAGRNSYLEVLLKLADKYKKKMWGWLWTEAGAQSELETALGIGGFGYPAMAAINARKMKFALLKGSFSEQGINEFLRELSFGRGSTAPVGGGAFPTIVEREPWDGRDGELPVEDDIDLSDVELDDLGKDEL
PglD DTNB – C. jejuni PglD acetyltransferase inhibitors, primary screen, biochemical, DTNB colorimetric, single point; inhibition, % at 12.5 µM; purified PglD enzyme, DTNB colorimetric CoA detection; 360,000 tested, 0.098% active; UDP-N-acetylbacillosamine N-acetyltransferase PglD (Campylobacter jejuni); in the data active = inhibition above about 16%, passing the limit was not always enough; inconclusive = no clear call, values can overlap the other calls; also: strong numbers were not always called active
C2C12 statin – suppressors of statin myotoxicity in C2C12 myotubes, primary screen, cell-based, single point, plate reader | rescue of ATP level, % at 7.49 µM | 330,000 tested, 0.78% active | C2C12 myotubes + simvastatin, ATP luminescence, 48 h; scaled: DMSO 0, geranylgeraniol control 100;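 active = mean ATP rescue above about 67%, or every replicate alone reaching that limit, limit read from the data, passing the limit was not always enough; inconclusive = no clear call, values can overlap the other calls; inactive = mean under the limit and some replicate under it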;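 also: myotubes were challenged with 10 µM simvastatin during compound exposure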
S100A4 inh HTS – inhibitors of S100A4-myosin IIA peptide binding, primary screen, biochemical, fluorescence polarization, TAMRA-MyoIIA peptide | Protein S100-A4 (Homo sapiens), P26447 | inhibition, % at 10.7 µM | 360,000 tested, 0.14% active | AID 652163, 2013;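 active = mean inhibition of at least 70% across replicates, with every replicate also reaching that level; inconclusive = mean inhibition reaches 70% but some replicates fall short; inactive = mean inhibition below 70%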
Target sequence (P26447 whole entry, looked up): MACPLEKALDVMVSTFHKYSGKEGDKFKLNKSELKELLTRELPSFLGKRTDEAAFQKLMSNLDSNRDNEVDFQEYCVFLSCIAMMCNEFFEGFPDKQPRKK
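Assay system: human S100A4 monomer with TAMRA-labelled myosin IIA peptide / Buffer or medium: Calcium-containing HEPES buffer, pH 7.2 / Reagent: TAMRA-labelled myosin IIA heavy-chain peptide probe, 5 nM / Compound: one dose per compound / Timing: polarization read 5 min after assay mix addition, stable 5–60 min / Benchmarks: neutral control DMSO, positive control TFP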
DENV2 CPE rescue – inhibitors of DENV2 cytopathic effect, primary screen, cell-based, plate reader, single concentration. 350,000 tested, 1.7% active. CPE inhibition, % at 9.99 µM. DENV2-infected cells, cytopathic effect rescue; in the data active = CPE inhibition above about 20%, passing the limit was not always enough; inconclusive = no clear call, values can overlap the other calls; tested in BHK-21 cells;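 also: 0% = median of neutral control wells and 100% = median of positive control wells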
SIRT5 block – SIRT5 desuccinylase inhibitors, primary screen, biochemical, fluorescence imaging, single point, set 5; NAD-dependent protein deacylase sirtuin-5, mitochondrial (Homo sapiens), Q9NXA8; Purified SirT5, succinyl-peptide AMC, trypsin-coupled fluorescence; inhibition, % at 15 µM; 330,000 tested, 1.1% active; in the data active = inhibition above about 15%; inconclusive = no clear call, values can overlap the other calls
Target sequence (Q9NXA8 whole entry, looked up): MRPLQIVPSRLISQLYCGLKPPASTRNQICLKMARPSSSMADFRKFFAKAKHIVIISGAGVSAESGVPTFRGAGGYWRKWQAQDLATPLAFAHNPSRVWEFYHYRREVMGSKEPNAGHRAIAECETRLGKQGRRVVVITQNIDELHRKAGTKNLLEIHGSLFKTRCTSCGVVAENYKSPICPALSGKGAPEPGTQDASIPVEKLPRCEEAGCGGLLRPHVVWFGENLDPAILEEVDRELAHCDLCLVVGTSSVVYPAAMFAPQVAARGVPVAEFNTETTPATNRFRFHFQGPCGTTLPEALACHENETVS
An asterisk follows results filed as active; ? = inconclusive; . = not tested or not shown.

Key to letters – A = E-sel inducer; B = ERp5 block; C = PglD DTNB; D = C2C12 statin; E = S100A4 inh HTS; F = DENV2 CPE rescue; G = SIRT5 block
CCN(CC)C(=S)Oc1c(Cl)cccc1Cl
  A: 0.0; B: 1; C: .; D: .; E: 1; F: 12; G: 9
CC1(C(=O)Nc2cccnc2)Cc2c(-c3ccccc3)ccnc2O1 (stereo not given)
  A: 6.8; B: 0; C: 1; D: .; E: -1; F: -2; G: 0
CCNC(=O)C[C@H]1C=C[C@@H](NC(=O)C2CC2)[C@@H](CO)O1
  A: 0.0; B: 0; C: 0; D: 5; E: -3; F: 0; G: 2
COc1cccc(NC(=O)N(C)C[C@H]2Oc3cc(-c4cccc(C(=O)N(C)C)c4)ccc3S(=O)(=O)N([C@@H](C)CO)C[C@H]2C)c1
  A: -0.1; B: -4; C: 0; D: 21; E: 41; F: -7; G: 2
COc1ccccc1CNS(=O)(=O)c1c(C(=O)N2CCCCC2)c(C)n(C)c1C
  A: .; B: -1; C: -1; D: 9; E: -2; F: -4; G: -10
C[C@@H]1CN([C@H](C)CO)S(=O)(=O)c2ccc(-c3cccc(C(=O)N(C)C)c3)cc2O[C@H]1CN(C)C(=O)Nc1ccccc1
  A: -0.3; B: -3; C: 2; D: -33; E: 9; F: 3; G: 1
COc1ccc(C(=O)Nc2cc(=O)[nH]c3ncnn23)cc1
  A: .; B: 13; C: -2; D: -6; E: 6; F: ?; G: 31*
COc1ccc(C(=O)NNC(=O)C2CCCN(C3CC(=O)N(c4ccccc4)C3=O)C2)cc1 (stereo not given)
  A: 1.4; B: 5; C: .; D: .; E: -2; F: 0; G: 0
Cc1c(NC(=O)c2ccc3nsnc3c2)cccc1[N+](=O)[O-]
  A: -1.9; B: .; C: -7; D: 6; E: 3; F: 9; G: 7
Cn1c(Cc2ccc3c(c2)OCO3)nnc1SCC(=O)NC1CCCC1
  A: 0.0; B: 0; C: .; D: .; E: 3; F: 6; G: 0
Cn1c(-c2ccncc2)nc2ccccc21
  A: -0.2; B: 4; C: 4; D: -1; E: 4; F: 12; G: -1
CCC(C(=O)OCCOCCN(CC)CC)c1ccccc1 (stereo not given)
  A: -0.1; B: -3; C: -3; D: .; E: 3; F: ?; G: -3
COc1cc2c(cc1OC)CN(C(=O)c1ccc(N3CCCC3)c([N+](=O)[O-])c1)CC2
  A: .; B: 3; C: -2; D: 2; E: -11; F: 8; G: 0
O=C1C(=O)N(c2ccccn2)C(c2cccc([N+](=O)[O-])c2)/C1=C(/O)c1ccc(Br)cc1 (stereo not given)
  A: 0.0; B: 1; C: 0; D: -7; E: -7; F: -2; G: -2
CN(C)C(=O)c1cnc(Cc2c[nH]c3ccccc23)c(I)c1
  A: 0.0; B: 6; C: 3; D: 8; E: 0; F: -10; G: -1
CCn1ccnc1CN1CCCCC1C(=O)Nc1ccc(Oc2cccnc2)cc1 (stereo not given)
  A: -0.1; B: 0; C: 6; D: -15; E: -1; F: ?; G: -2
COCC(=O)Nc1ccc2c(c1)C(=O)N(C)C[C@H](OC)[C@H](C)CN(Cc1ccccc1F)[C@H](C)CO2
  A: 0.4; B: 7; C: 0; D: 0; E: 3; F: 2; G: 3
O=C(c1cccc(-c2ccccc2)c1)N1CC[C@@H](N2CCC(O)CC2)[C@H](O)C1
  A: .; B: 1; C: -2; D: 0; E: -6; F: -2; G: -2
N#Cc1nc(-c2ccccc2Cl)oc1NCC1CCCO1 (stereo not given)
  A: 0.3; B: -4; C: 1; D: .; E: -1; F: 2; G: -1
CCCn1c(N)c(N(CCOC)C(=O)c2cc(-c3ccco3)nc3ccccc23)c(=O)[nH]c1=O
  A: 0.0; B: -13; C: 0; D: 10; E: -1; F: -2; G: 3
C[C@H](CO)N1C[C@H](C)[C@H](CN(C)Cc2ccncc2)Oc2ccc(NS(=O)(=O)c3ccc(F)cc3)cc2C1=O
  A: -2.9; B: -2; C: -6; D: -15; E: 2; F: -7; G: -4
COc1ccccc1NC(=O)c1oc2ccccc2c1NC(=O)c1cc(OC)c(OC)c(OC)c1
  A: .; B: -4; C: -1; D: -70; E: -1; F: 1; G: 2
Cc1ccc(-c2csc3ncnc(N4CCN(Cc5ccccc5)CC4)c23)cc1
  A: .; B: 2; C: 2; D: 2; E: 4; F: -8; G: -3
O=C(NCc1ccon1)c1ccc(OC2CCN(CCc3ccccc3)CC2)cc1
  A: .; B: 2; C: 5; D: 3; E: 5; F: 1; G: -1
CCN(C(=O)COC(=O)c1ccc([N+](=O)[O-])o1)c1cccc2ccccc12
  A: 0.1; B: 1; C: -1; D: -2; E: -6; F: 7; G: 0
CCOC(=O)N1CCN(C(=O)c2ccc3c(c2)N=C(CC)c2cc(C)ccc2S3)CC1
  A: .; B: 1; C: -2; D: -20; E: -1; F: 1; G: 0
COc1ccc(C(=O)N2CCCC(N3CCN(c4ccccc4OC)CC3)C2)c(OC)n1 (stereo not given)
  A: 0.3; B: -10; C: 1; D: 4; E: 1; F: -5; G: 0
CO[C@@H]1CN(C)C(=O)c2cc(NC(=O)Nc3ccccc3F)ccc2OC[C@H](C)N(Cc2ccccc2C(=O)O)C[C@@H]1C
  A: 0.3; B: 5; C: -3; D: -15; E: -5; F: -12; G: .
CC=Cc1ccc2n(c1=O)C[C@H]1[C@H](CO)[C@@H](C(=O)NCCN3CCCC3)N(C(=O)NC(C)C)[C@@H]21 (mixture of isomers)
  A: -0.1; B: 3; C: -3; D: 9; E: 6; F: -5; G: -9
Cc1nc([N+](=O)[O-])cn1CC(Cl)Cn1cc([N+](=O)[O-])nc1C
  A: -0.2; B: -4; C: .; D: .; E: -1; F: ?; G: .
O=C(C[C@H]1CC[C@@H](NC(=O)NC2CCCCC2)[C@H](CO)O1)NCc1ccc(F)cc1
  A: -0.1; B: 8; C: 0; D: 0; E: 7; F: -1; G: 3
CCn1c(C)cc(O)c(C(=O)Nc2cccc(Cl)c2)c1=O
  A: 6.1; B: -4; C: -3; D: 3; E: -4; F: -4; G: -1
C=CCSc1ccc(S(=O)(=O)N2CCN(C)CC2)cn1
  A: 0.4; B: -3; C: -4; D: 15; E: -5; F: 10; G: 1
C[C@@H]1CN([C@H](C)CO)S(=O)(=O)c2ccc(C3=CCCCC3)cc2O[C@H]1CN(C)S(=O)(=O)c1cn(C)cn1
  A: 0.0; B: 2; C: 12; D: -9; E: 6; F: 4; G: 1
Cc1ccccc1Cn1nnc(C(=O)Nc2ccc3c(c2)OCCO3)c1N
  A: 1.9; B: 11; C: -4; D: 12; E: 0; F: 0; G: 0
COc1ccc2c3c(n(C)c2c1)[C@H](CO)N(C(C)=O)CC31CCN(C(=O)C2CC2)CC1
  A: -0.8; B: -8; C: .; D: .; E: 2; F: -1; G: -2
O=C(NCCOc1ccccc1F)C1CCC(=O)N(CC2CCCCC2)C1 (stereo not given)
  A: .; B: 2; C: -2; D: 9; E: 2; F: -4; G: -10
Cc1ccc(C(=O)NCCCNC(=O)COc2ccc(C)c(C)c2)cn1
  A: .; B: -4; C: 1; D: -2; E: -6; F: 3; G: 1
Cc1ccc(CN2CCN(CC(C)C)C(CCO)C2)s1 (stereo not given)
  A: .; B: 1; C: .; D: .; E: -1; F: 8; G: -10
CCN(CC)CCNC(=S)Nc1ccc2nc(N3CCOCC3)cc(C)c2c1
  A: 0.1; B: 0; C: 11; D: 1; E: -5; F: 0; G: -7
O=C(Cc1cccc2ccccc12)Nc1nnc(-c2cccc([N+](=O)[O-])c2)s1
  A: .; B: -8; C: 5; D: 2; E: -3; F: 1; G: 10
O=C(N[C@@H]1c2ccccc2CC[C@@H]1OCc1ccccc1)c1ccc(-c2ccccc2)cc1
  A: 2.8; B: 4; C: 2; D: -10; E: 1; F: -2; G: -1
Cc1ccccc1NC(=O)Cc1nc(COC(=O)c2cc(Cl)ccc2O)cs1
  A: .; B: 5; C: -2; D: 12; E: 0; F: 6; G: -3
C[C@@H]1CN([C@H](C)CO)C(=O)c2cc(C3=CCCC3)cnc2O[C@H]1CN(C)C(=O)CN1CCOCC1
  A: 0.2; B: 1; C: 0; D: 51; E: -18; F: -9; G: -3
O=C(O)c1cc(-c2ccc(N3CCOCC3)cc2)nn1-c1ccccc1Cl
  A: .; B: 3; C: .; D: .; E: -1; F: 18; G: -6

Full records, looked up by structure. Order of screens: E-sel inducer | ERp5 block | PglD DTNB | C2C12 statin | S100A4 inh HTS | DENV2 CPE rescue | SIRT5 block
Results for COc1ccc2c3c(n(C)c2c1)[C@H](CO)N(C(C)=O)CC31CCN(C(=O)C2CC2)CC1 : -0.8 | -8 | . | . | 2 | -1 | -2
Results for O=C(Cc1cccc2ccccc12)Nc1nnc(-c2cccc([N+](=O)[O-])c2)s1 : . | -8 | 5 | 2 | -3 | 1 | 10
Results for CCN(CC)CCNC(=S)Nc1ccc2nc(N3CCOCC3)cc(C)c2c1 : 0.1 | 0 | 11 | 1 | -5 | 0 | -7
Results for C=CCSc1ccc(S(=O)(=O)N2CCN(C)CC2)cn1 : 0.4 | -3 | -4 | 15 | -5 | 10 | 1

The list goes on:
Key to letters – A = E-sel inducer; B = ERp5 block; C = PglD DTNB; D = C2C12 statin; E = S100A4 inh HTS; F = DENV2 CPE rescue; G = SIRT5 block
CCOC(=O)c1nc(NCc2ccccc2)sc1C
  A: 0.1; B: -4; C: -5; D: 7; E: -3; F: 0; G: -8
Cn1cc(C(=O)NC2CCCCC2)c(=O)c2cc(S(=O)(=O)N3CCOCC3)ccc21
  A: .; B: 1; C: -7; D: 6; E: -5; F: -6; G: -1
O=C(Oc1ccccc1Cl)c1ccc2c(=O)n3c(nc2c1)CCC3
  A: .; B: 5; C: .; D: 5; E: -5; F: -11; G: -2
CNS(=O)(=O)c1cccc(C(=O)OCC(=O)c2ccc3[nH]c(=O)[nH]c3c2)c1
  A: -0.2; B: -5; C: 3; D: -1; E: -2; F: 1; G: 3
CC1=C(C(=O)N(C(C)C)C(C)C)CC(CC(=O)NC(c2ccccc2)c2ccccc2)C(=O)N1CCC1=CCCCC1 (stereo not given)
  A: -0.1; B: -7; C: -5; D: -10; E: -3; F: -9; G: 6
OCCCC1CCCN(Cc2cn[nH]c2-c2ccc(F)cc2F)C1 (stereo not given)
  A: .; B: 3; C: .; D: .; E: -6; F: -1; G: -6
COc1cccc(Nc2c3c(nc4c(-c5ccccc5)c(C)nn24)CCC3)c1
  A: .; B: 3; C: .; D: .; E: -4; F: -2; G: -5

These rows are one share of the data (hit frequency here may not be typical).
